From PubChem BioAssay
FUS suppressor – rescues growth of FUS-expressing yeast | Potency, µM (top dose mostly 76.6 µM), inactives show at the highest dose growth rescue (activation), most hits filed as activators | AID 1347120 | 0.24% of 390,000 active | S. cerevisiae FUS-expressing, growth rescue, OD600, 24 h;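 also: potency is read from the fitted curve at half-maximal effect; plate controls were DMSO vehicle for no effect and reference control for full effect; nearly all actives have a fitted effect of over 55% in size; some results filed as inactive show a strong effect at the top dose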
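Restored growth of FUS-toxic S. cerevisiae, read as 600 nm absorbance after 24 h at 30C in galactose medium (starting OD 0.005). Controls CP55940 and DMSO.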
IL2 activator – IL-2 activation; activation, % (series mostly up to about 46 µM); IL-2 activation reporter assay, cell-based qHTS; stimulated with anti-CD3/CD4/CD28 beads; in transgenic mouse T cells; 0.065% of 360,000 active; in the data active = activation above about 50%; inconclusive = mostly about 30% to 49%; also: 0% is about no effect
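Quantitative HTS in unstimulated transgenic mouse T cells, with memory T cells as non-tolerant control and PMA/ionomycin as tolerance-bypass control. Compound pretreatment lasted 60 minutes before 18 h bead stimulation; EGFP/DsRed fluorescence read.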
WRN helicase inh – inhibitors of human WRN helicase; 0.46% of 360,000 active; Potency, µM (top dose mostly 114 µM), for inactives: at the highest dose activity change, negative = inhibition, most hits filed as inhibitors; Q14191; AID 651768; WRN helicase unwinding, fluorescent forked duplex, kinetic; also: potency is read from the fitted curve at half-maximal effect; % is scaled to controls: 0 for no effect and ±100 for the full control effect; nearly all actives have a fitted effect of over 55% in size
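Primary qHTS, 1536-well format. 20 nM WRN + compound, 15 min RT; start with 100 nM forked fluorophore/quencher duplex, 2 mM ATP (final); kinetic read ex 525/em 598 nm.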
EPAC1 ag – agonists of human EPAC1. EPAC1 agonist qHTS, biochemical assay; response scale: 100% = response to 6.5 mM cAMP. Potency, µM (series often up to 154 µM), inactives show at the highest dose activation, usual class: activators. 0.073% of 360,000 active. O95398; also: potency is read from the fitted curve at half-maximal effect; nearly all actives have a fitted effect of over 60% in size
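Nucleotide exchange by EPAC1 (100 nM) on Rap1B–BODIPY-GDP (250 nM) in the presence of 50 uM GDP is tracked fluorescently at 480/540 nm over 30 min. Signals are normalized to a 6.5 mM cAMP control.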
PLK1 PBD block – PLK1 (human) polo-box domain binding inhibition; Potency, µM, without a hit: max response, negative = inhibition, actives largely listed as inhibitors; 2.8% of 360,000 active; P53350; Plk1 PBD binding of FITC phosphopeptide, fluorescence polarization; AID 720504; also: potency is read from the fitted curve at half-maximal effect; series mostly up to about 57 µM; % is scaled to controls: 0 for no effect and ±100 for the full control effect; nearly all actives have a fitted effect of over 65% in size
Target sequence (P53350 whole entry, looked up, the tested form may be a part): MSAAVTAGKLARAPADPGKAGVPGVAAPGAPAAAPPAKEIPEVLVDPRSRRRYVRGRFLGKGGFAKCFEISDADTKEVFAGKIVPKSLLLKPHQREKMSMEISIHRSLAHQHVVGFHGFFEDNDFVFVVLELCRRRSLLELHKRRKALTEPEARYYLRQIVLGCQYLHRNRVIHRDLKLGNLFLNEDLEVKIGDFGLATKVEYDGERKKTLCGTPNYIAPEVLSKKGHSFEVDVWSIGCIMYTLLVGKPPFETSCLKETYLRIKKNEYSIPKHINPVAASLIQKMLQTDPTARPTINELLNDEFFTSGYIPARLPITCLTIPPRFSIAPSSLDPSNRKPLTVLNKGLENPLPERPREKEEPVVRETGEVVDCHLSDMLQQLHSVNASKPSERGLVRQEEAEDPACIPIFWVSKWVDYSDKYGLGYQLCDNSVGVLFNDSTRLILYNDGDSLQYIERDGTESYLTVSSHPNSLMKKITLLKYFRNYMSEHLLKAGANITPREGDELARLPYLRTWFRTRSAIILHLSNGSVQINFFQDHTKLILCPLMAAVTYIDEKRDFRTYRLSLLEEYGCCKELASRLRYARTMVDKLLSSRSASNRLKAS
EPAC1 antagonist – EPAC1 (human) antagonism; O95398; Potency, µM (series often up to 115 µM), without a hit: top-dose activity change, negative = inhibition, usual class: inhibitors; EPAC1 GEF assay, Rap1b-BODIPY-GDP exchange fluorescence; 0.14% of 360,000 active;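 also: potency is read from the fitted curve at half-maximal effect; plate controls were vehicle for no effect and positive control for full effect; nearly all actives have a fitted effect of over 50% in size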
PI5P4Ka inh – PI5P4K alpha (human) kinase inhibition. PI5P4Kalpha enzyme, ADP-Glo luminescence, 60 min; active compounds read low. AID 652105. 1.2% of 330,000 active. max response, %; active = max response of -50% or lower; inconclusive = between -30% and -50%; inactive = -30% or higher; also: value at the top dose of about 77 µM; % is scaled to controls: 0 for no effect and ±100 for the full control effect
Target sequence (P48426 whole entry, looked up): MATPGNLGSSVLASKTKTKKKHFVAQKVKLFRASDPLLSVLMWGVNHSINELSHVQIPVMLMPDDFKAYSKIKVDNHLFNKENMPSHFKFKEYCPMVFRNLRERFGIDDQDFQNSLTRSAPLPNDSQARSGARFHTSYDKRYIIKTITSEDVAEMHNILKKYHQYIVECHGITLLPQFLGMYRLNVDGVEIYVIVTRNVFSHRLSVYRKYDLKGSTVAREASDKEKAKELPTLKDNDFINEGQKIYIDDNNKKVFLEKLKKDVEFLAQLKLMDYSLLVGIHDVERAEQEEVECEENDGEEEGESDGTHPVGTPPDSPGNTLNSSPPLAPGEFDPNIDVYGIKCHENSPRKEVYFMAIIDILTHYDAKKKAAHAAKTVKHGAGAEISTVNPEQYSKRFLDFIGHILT
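ADP-Glo luminescence end-point read after a 60 min room-temperature kinase reaction of PI5P4Kalpha plus substrate, initiated with ATP at 5 microM final. Buffer: 0.038 M HEPES pH 7.4, EGTA, 0.1% CHAPS, 5% DMSO.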
Abeta rescue – A-beta toxicity reversal in yeast. yeast expressing A-beta42, growth rescue, OD600, 48 h; response scale: 0% DMSO, 100% iron-clioquinol control. 0.063% of 410,000 active. AID 1347071. Potency, µM (doses to about 46.1 µM), for the others: at the highest dose growth rescue, hits mostly activators; also: potency is read from the fitted curve at half-maximal effect; nearly all actives have a fitted effect of over 55% in size
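Growth rescue measured by 600 nm absorbance after 48 h yeast culture at 30 C with compound. Values normalized between DMSO and an equimolar ferric chloride plus clioquinol control.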
Starred values were filed as active, the others as inactive; ? = inconclusive; · = no result given; [ ] = another dose, or the depositor's remark. Unless noted, calls follow the shape of the dose curve; as a rule, active = well fitted curve in the direction sought with a large enough effect; inconclusive = small, poorly fitted or top-dose-only effect, or another doubt; inactive = no such curve, though single readings can be large; an effect the other way counts as inactive or inconclusive.

SMILES	FUS suppressor	IL2 activator	WRN helicase inh	EPAC1 ag	PLK1 PBD block	EPAC1 antagonist	PI5P4Ka inh	Abeta rescue
CC(C)(CNCC(O)c1ccccc1)N1CCOCC1 (stereo unspecified)	-21%	0.7	-31%	8%	-16%	-16%	4	3%
COc1ccccc1N1CCN(c2ncnc3c2oc2ccccc23)CC1	-11%	0.1	2%	1%	3%	-15%	5	10%
CC(C)n1c(C(O)c2ccccc2)nc2ccccc21 (stereo unspecified)	9%	-2.1	-2%[57.1 µM]	0%	-4%	-7%	·	4%
O=C(CN1C(=O)NC2(CCOc3ccccc32)C1=O)c1ccc(Cl)s1 (stereo unspecified)	26%	0.3	-14%	-2%	-3%	14%	-4	21%
CC(C)Oc1ccc(CCC(=O)N/N=C/c2ccncc2)cc1	4%	-0.9	8%	-9%	-7%	-11%	2	-1%
Cc1cc(SCC(=O)N2CCN(C(=O)c3ccco3)CC2)c(C)cc1Br	43%	1.1	4%	-2%	-23%	1%	5	9%
COc1ccccc1C1CC(c2ccccc2)=NN1S(=O)(=O)c1ccccc1 (stereo unspecified)	2%	0.8	-8%	9%	-6%	2%	1	7%
Cc1ccc(C(=O)N2CC(C)SC2=Nc2cccc(S(=O)(=O)N(C)C)c2)cc1 (stereo unspecified)	28%	-5.8	-2%	13%	-5%	-21%	1	1%
COC(=O)[C@H](C)NC(=O)NCCC1=CCCCC1	-2%	0.6	-16%	-1%	30µM*	-7%	-11	4%
O=C(CNC(=O)c1ccccc1C(=O)O)c1ccccc1	14%	-2.5	4%	-3%	-4%	8%	·	-5%
CC(C)C(=O)Nc1ccc(C(=O)NNC(=O)C(c2ccccc2)c2ccccc2)cc1	38%	-3.8	0%[11.6 µM]	1%	-5%	0%	·	6%
COc1ccc(C(=O)CC(=O)C(=O)Nc2ccccc2Cl)cc1	-1%	-0.7	5%	4%	-6%	0%	0	-34%
Cc1ccc(S(=O)(=O)NCCCCCC(=O)Nc2ccccc2C)cc1	-9%	1.0	8%	-4%	0%	7%	8	7%
COc1ccc(NC(=O)N(C)C[C@H]2OCc3cnnn3CCCC(=O)N([C@@H](C)CO)C[C@H]2C)cc1	-3%	-3.3	-5%	-10%	-9%	26%	7	14%
Cc1ccc(NC(=O)N(O)C2CCCCC2C#N)cc1 (stereo unspecified)	·	1.7	4%	-9%	3%	-5%	15	3%
CC1(C)CC(=O)C2=C(C1)N(Cc1ccccc1)C(=O)C2(NC(=O)C(C)(C)C)C(F)(F)F (stereo unspecified)	44%	-1.6	3%	-7%	-8%	6%	-6	5%
CCOc1cc(CN2CCN(Cc3ccc(C)o3)C(CCO)C2)ccc1OC (stereo unspecified)	-18%	-0.9	5%	-17%	-12%	-11%	-3	-10%
Cc1csc(NC(=O)CCNC(=O)c2ccc([N+](=O)[O-])cc2)n1	25%	-5.5	3%	9%	-9%	-14%	-3	-15%
COc1nc(OC)nc(N2CCC(C(=O)NCC3CCCCC3)CC2)n1	11%	0.5	-9%	6%	0%	-7%	·	7%
COc1ccccc1N(CC(=O)Nc1cccc(C(F)(F)F)c1)S(C)(=O)=O	7%	1.0	6%	-3%	5%	5%	3	7%
CCCCCC1CC(=O)NC1(C(=O)OCC)C(=O)OCC (stereo unspecified)	-4%	0.2	-22%	-3%	-2%	-13%	-7	11%
CC(=O)c1cc(C#N)c(Oc2cccc(C(F)(F)F)c2)nc1C	-13%	0.5	-19%	-1%	-2%	-20%	-1	?
O=C(COc1ccc2c3c(c(=O)oc2c1)CCCC3)NCc1ccncc1	?	0.7	4%	4%	-8%	11%	-3	1%
CCOC(=O)c1ccc(NC(=O)C2CCC(CNc3c(N4CCOCC4)c(=O)c3=O)CC2)cc1 (stereo unspecified)	2%	-1.1	5%	-4%	3%	5%	3	-4%
O=C(NCc1cccc(Cl)c1)c1cccc2c(-c3cccnc3)coc12	?	-0.5	-8%	-1%	7%	-3%	-4	-12%
O=C(O)/C=C\C(=O)NC1CCCCC1	2%	-2.9	5%	2%	?	6%	-1	-7%
O=C(Nc1ccc(N2CCOCC2)cc1)C1CCCN(S(=O)(=O)c2ccccc2)C1 (stereo unspecified)	33%	1.2	8%	-6%	-3%	-1%	-1	9%
CC1CCN(CC(=O)NNC(=O)c2cccc(Br)c2)CC1	14%	0.9	5%	-1%	1%	-7%	1	-6%
CC1(C)CCCN(C(=O)c2coc(=O)c(Br)c2)C1	·	2.6	18µM*	0%	11µM*	-8%	-82*	-3%
COc1cccc(C2C(C(=O)c3cccs3)=C(O)C(=O)N2CCN2CCOCC2)c1OC (stereo unspecified)	1%	0.8	1%	15%	?	2%	-4	16%
CN(NC(=O)c1ccccc1)c1ncc(C(F)(F)F)cc1Cl	7%	0.2	4%	5%	-9%	-18%	-4	2%
COc1cccc(/C=N/NC(=O)CC(=O)NCCc2ccc(OC)c(OC)c2)c1	-5%	-1.9	-7%	4%	27µM*	-6%	·	0%
COC(=O)c1ccc(C(=O)Nc2ccc3nc(-c4cccnc4)[nH]c3c2)cc1	11%	-0.8	-4%	-5%	-7%	-21%	8	2%
O=C(Nc1nnc(-c2cccs2)o1)c1cccc(C(F)(F)F)c1	-20%	2.1	-3%	-9%	30µM*	-9%	10	6.3µM*
Cn1c(=O)c2ccccc2n2c(CCl)nnc12	4%	-3.7	-5%	0%	-2%	9%	2	-26%
COc1ccc(/C=C2\CCC(C3CCCC3)C2=O)c(OC)c1 (stereo unspecified)	-14%	-4.3	-3%	15%	0%	12%	13	2%
CCOC(=O)c1[nH]c2ccc(OC)cc2c1NC(=O)CN1CCSCC1	10%	-2.3	-7%	-7%	-4%	9%	-3	3%
O=C1CCC(C(=O)O)N1 (stereo unspecified)	-19%	-0.6	-1%	-7%	-3%	-10%	-1	-1%
ON=C(CCc1ccccc1)c1ccccc1	0%	-0.7	-28%	7%	-1%	-11%	0	-24%
Cc1cc(S(=O)(=O)NC(C)C)ccc1OCC(=O)NCc1ccccc1	17%	-0.3	-32%	-5%	-8%	-4%	0	-22%
CC(C)NC(=O)C1(C)CSCC(=O)N1Cc1ccco1 (stereo unspecified)	-12%	-0.4	-6%	2%	-1%	-13%	6	-19%
Cc1nc(C)c(C(=O)NNS(=O)(=O)c2ccc([N+](=O)[O-])cc2)s1	7%	-2.5	?	3%	-6%	9%	4	-15%
Cc1ccc(CN(C)C[C@@H]2OCc3cnnn3CCCC(=O)N([C@@H](C)CO)C[C@H]2C)cc1	12%	-0.6	3%	-4%	-5%	8%	1	-6%
CCS(=O)(=O)N1CCN(S(=O)(=O)c2ccc(S(=O)(=O)NC3CC3)cc2)CC1	31%	0.6	2%	-3%	-1%	4%	1	1%
Cn1c(C(=O)N2CCC(C(N)=O)CC2)cc2c(=O)n(C)c3ccccc3c21	-7%	-1.7	-3%	3%	-3%	-20%	4	-10%
CN(C)C1=NC[C@H](Cc2ccccc2)N1CCCC1CCCCC1	-12%	-0.7	7%	-17%	-1%	4%	1	-19%
O=C(Cn1c2ccccc2c2nc3n(c(=O)c21)CCS3)Nc1ccccc1	-13%	-0.9	2%	7%	-1%	-8%	0	-2%
COc1cc(CN2CCN(S(=O)(=O)c3ccc(NC(C)=O)cc3)CC2)cc(OC)c1O	-2%	1.6	-13%	8%	-10%	9%	·	-16%
Cc1ccccc1OCC(O)Cn1c(SC(C)C)nc2c1c(=O)[nH]c(=O)n2C (stereo unspecified)	9%	-1.3	-2%	2%	30µM*	0%	·	-2%
COCc1nnc(NC(C)=O)s1	-9%	-0.7	6%	7%	-8%	3%	9	1%
O=C(Nc1ccc2nc(-c3ccc4nc[nH]c4c3)[nH]c2c1)c1cccs1	?	-2.1	40µM*	13%	-9%	-8%	?	-28%
COc1cccc(CN2CCN(C(=O)c3oc4c(F)cccc4c3C)CC2=O)c1	27%	1.4	6%	19%	-4%	5%	16	15%
COCCCn1c(SCC(=O)NC2CCCCC2)nnc1-c1ccncc1	9%	-2.1	2%	7%	-10%	13%	·	13%

14 compounds already listed, ordered by SMILES length, largest number first:
SMILES	FUS suppressor	IL2 activator	WRN helicase inh	EPAC1 ag	PLK1 PBD block	EPAC1 antagonist	PI5P4Ka inh	Abeta rescue
Cc1ccc(CN(C)C[C@@H]2OCc3cnnn3CCCC(=O)N([C@@H](C)CO)C[C@H]2C)cc1	12%	-0.6	3%	-4%	-5%	8%	1	-6%
CCS(=O)(=O)N1CCN(S(=O)(=O)c2ccc(S(=O)(=O)NC3CC3)cc2)CC1	31%	0.6	2%	-3%	-1%	4%	1	1%
COc1cc(CN2CCN(S(=O)(=O)c3ccc(NC(C)=O)cc3)CC2)cc(OC)c1O	-2%	1.6	-13%	8%	-10%	9%	·	-16%
Cc1nc(C)c(C(=O)NNS(=O)(=O)c2ccc([N+](=O)[O-])cc2)s1	7%	-2.5	?	3%	-6%	9%	4	-15%
Cn1c(C(=O)N2CCC(C(N)=O)CC2)cc2c(=O)n(C)c3ccccc3c21	-7%	-1.7	-3%	3%	-3%	-20%	4	-10%
Cc1ccccc1OCC(O)Cn1c(SC(C)C)nc2c1c(=O)[nH]c(=O)n2C (stereo unspecified)	9%	-1.3	-2%	2%	30µM*	0%	·	-2%
O=C(Nc1ccc2nc(-c3ccc4nc[nH]c4c3)[nH]c2c1)c1cccs1	?	-2.1	40µM*	13%	-9%	-8%	?	-28%
COc1cccc(CN2CCN(C(=O)c3oc4c(F)cccc4c3C)CC2=O)c1	27%	1.4	6%	19%	-4%	5%	16	15%
O=C(Cn1c2ccccc2c2nc3n(c(=O)c21)CCS3)Nc1ccccc1	-13%	-0.9	2%	7%	-1%	-8%	0	-2%
CCOC(=O)c1[nH]c2ccc(OC)cc2c1NC(=O)CN1CCSCC1	10%	-2.3	-7%	-7%	-4%	9%	-3	3%
COCCCn1c(SCC(=O)NC2CCCCC2)nnc1-c1ccncc1	9%	-2.1	2%	7%	-10%	13%	·	13%
CC(C)NC(=O)C1(C)CSCC(=O)N1Cc1ccco1 (stereo unspecified)	-12%	-0.4	-6%	2%	-1%	-13%	6	-19%
COCc1nnc(NC(C)=O)s1	-9%	-0.7	6%	7%	-8%	3%	9	1%
O=C1CCC(C(=O)O)N1 (stereo unspecified)	-19%	-0.6	-1%	-7%	-3%	-10%	-1	-1%
